POLB inh: DNA polymerase beta (human) inhibition; P06746; Pol beta primer extension/strand displacement, fluorescence kinetic; Potency, µM (titrated, usually from 114 µM), for inactives: top-dose activity change, negative = inhibition, most hits filed as inhibitors; 340,000 compounds, 1.3% hits; AID 485314; also: potency is read from the fitted curve at half-maximal effect; % is scaled to controls: 0 for no effect and ±100 for the full control effect
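Reaction started by 50 nM substrate onto compound-treated Pol beta (10 nM, 15 min preincubation, room temperature); plates read at 0 min and 10 min. Normalized concentration-effect data fitted by four-parameter Hill equation.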
Apoferritin bind: candidate novel general anesthetic via apoferritin binding | apoferritin/1-aminoanthracene competitive binding, fluorescence | Potency, µM (series often up to 77.5 µM), for the others: at the top dose activity change, negative = displacement, most hits filed as inhibitors | 350,000 compounds, 0.074% hits | P02791; also: potency is read from the fitted curve at half-maximal effect; % is scaled to controls: 0 for no effect and ±100 for the full control effect; nearly all actives have a fitted effect of over 20% in size
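Steps: apoferritin (10 uM) was premixed with half-saturated 1-AMA in PBS, compounds were pin-transferred, plates stood 10 min at room temperature, fluorescence was read at 380/535 nm, and curves were fitted with a Hill equation.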
BLM inh: Bloom syndrome helicase (human) inhibition. P54132. 350,000 compounds, 0.2% hits. Potency, µM (top dose mostly 56.1 µM), for the others: at the top dose activity change, negative = inhibition, usual class: inhibitors. recombinant BLM DNA unwinding, fluorescence dequenching;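 also: potency is read from the fitted curve at half-maximal effect; plate controls were vehicle for no effect and no enzyme for full effect; nearly all actives have a fitted effect of over 35% in size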
POLK inh: blocks human DNA polymerase kappa activity. AID 588579. 400,000 compounds, 0.53% hits. Q9UBT6. purified Pol kappa, fluorescent DNA synthesis assay, 10 min. Potency, µM (highest dose often 107 µM), for inactives: at the highest dose activity, negative = inhibition, hits mostly inhibitors; also: potency is read from the fitted curve at half-maximal effect; % is scaled to controls: 0 for no effect and ±100 for the full control effect
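50 nM final substrate added after 15 min RT preincubation of 10 nM Pol kappa with compound; fluorescence read at 0 and 10 min.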
Pol iota inh: blocks human DNA polymerase iota activity. 390,000 compounds, 1% hits. Pol iota fluorescent replication assay, 10 min. Potency, µM (series often up to 115 µM), for inactives: at the top dose activity, negative = inhibition, actives largely listed as inhibitors. Q9UNA4; also: potency is read from the fitted curve at half-maximal effect
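Pol iota at 10 nM preincubated 15 min with compounds at room temperature; reaction started with fluorescent substrate, 50 nM final. Fluorescence read kinetically at 0 and 10 min; buffer-only wells as negative control.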
GRP78 ERSR act: induces the endoplasmic reticulum stress response in human glioma cells; AID 602332; U87-MG GRP78 promoter luciferase reporter, 16 h; Potency, µM, inactives show at the top dose activation, actives largely listed as activators; 420,000 compounds, 0.02% hits; also: potency is read from the fitted curve at half-maximal effect; series mostly up to about 76 µM; % of control where 0% means no effect; nearly all actives have a fitted effect of over 35% in size
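Stably transfected U87-MG human glioma cells carrying a GRP78-based luminescent sensor were seeded at 1000 cells/well, pin-dosed with compounds and incubated 16 h. Luciferase reagent was then added, and end-point luminescence was read after 10 min at room temperature.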
Pol eta inh: DNA polymerase eta (human) inhibition; Q9Y253; recombinant Pol eta, fluorescent DNA replication assay; Potency, µM (top dose mostly 114 µM), without a hit: at the highest dose activity change, negative = inhibition, usual class: inhibitors; 390,000 compounds, 1.2% hits; AID 588591; also: potency is read from the fitted curve at half-maximal effect; % is scaled to controls: 0 for no effect and ±100 for the full control effect
Target sequence (Q9Y253 whole entry, looked up): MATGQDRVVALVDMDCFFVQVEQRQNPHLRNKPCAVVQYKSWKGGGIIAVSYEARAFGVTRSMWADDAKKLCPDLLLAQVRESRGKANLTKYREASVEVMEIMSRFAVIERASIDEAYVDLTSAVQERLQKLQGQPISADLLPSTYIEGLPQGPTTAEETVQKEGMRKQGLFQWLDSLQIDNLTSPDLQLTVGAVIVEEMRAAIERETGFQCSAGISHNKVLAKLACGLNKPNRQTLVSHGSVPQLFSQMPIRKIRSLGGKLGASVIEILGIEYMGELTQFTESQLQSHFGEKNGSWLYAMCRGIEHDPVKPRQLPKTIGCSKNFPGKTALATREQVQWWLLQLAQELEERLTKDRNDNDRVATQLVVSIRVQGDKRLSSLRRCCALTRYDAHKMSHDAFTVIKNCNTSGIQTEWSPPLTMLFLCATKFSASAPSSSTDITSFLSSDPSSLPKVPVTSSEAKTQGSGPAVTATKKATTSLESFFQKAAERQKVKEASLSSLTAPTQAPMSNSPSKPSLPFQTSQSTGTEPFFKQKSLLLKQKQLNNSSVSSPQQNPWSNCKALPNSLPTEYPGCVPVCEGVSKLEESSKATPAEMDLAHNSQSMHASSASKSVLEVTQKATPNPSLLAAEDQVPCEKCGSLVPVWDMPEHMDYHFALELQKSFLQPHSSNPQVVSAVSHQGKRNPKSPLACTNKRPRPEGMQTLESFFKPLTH
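Pol eta (10 nM) was preincubated with compounds for 15 min at room temperature, after which fluorescent replication substrate (50 nM final) was added to start the reaction. Fluorescence was read kinetically at 0 and 10 min.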
APEX1 inh: blocks human APE1 abasic DNA cleavage. P27695. recombinant APE1, TAMRA/BHQ-2 abasic DNA cleavage fluorescence. Potency, µM (titrated, usually from 65.8 µM), for the others: at the highest dose activity change, negative = inhibition, hits mostly inhibitors. 350,000 compounds, 0.35% hits. AID 2517;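 also: potency is read from the fitted curve at half-maximal effect; plate controls were vehicle for no effect and reference inhibitor for full effect; nearly all actives have a fitted effect of over 55% in size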
Target sequence (P27695 whole entry, looked up): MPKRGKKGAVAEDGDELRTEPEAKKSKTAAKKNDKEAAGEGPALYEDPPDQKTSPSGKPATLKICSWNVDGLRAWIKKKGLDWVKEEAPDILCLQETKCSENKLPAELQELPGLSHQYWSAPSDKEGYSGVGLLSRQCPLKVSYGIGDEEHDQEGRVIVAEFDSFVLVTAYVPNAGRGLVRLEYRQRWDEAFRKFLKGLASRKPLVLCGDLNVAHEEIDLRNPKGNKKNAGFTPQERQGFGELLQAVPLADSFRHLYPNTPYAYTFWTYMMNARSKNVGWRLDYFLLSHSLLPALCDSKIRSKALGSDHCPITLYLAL
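Compound pre-exposure to 0.75 nM APE1, 15 min at ambient temperature. Reaction initiated with 50 nM TAMRA/BHQ-2 THF substrate, read immediately in kinetic mode, 525 nm excitation, 598 nm emission.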
LDHA inh: blocks human lactate dehydrogenase A; P00338; purified LDHA, NADH/diaphorase-resazurin fluorescence; hits give low values; activity change, % (values are at about 110 or 230 µM); 480,000 compounds, 0.15% hits; in the data active = activity change below about -30%; inconclusive = mostly about -25% to -30%;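 also: plate controls were DMSO wells for no effect and wells without enzyme for full effect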
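Remaining NADH was detected by diaphorase (0.133 mg/mL) converting 37 µM resazurin to fluorescent resorufin, read at 0 and 20 minutes. The preceding 5-minute room-temperature reaction used 2 nM LDHA, 0.2 mM sodium pyruvate and 0.06 mM NADH at pH 7.4.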
The depositor's hits bear a star; ? = inconclusive; nt = no result given; & = joins results of further samples; [ ] = dose if it differs, or a comment. Unless noted, calls follow the shape of the dose curve; as a rule, active = well fitted curve in the direction sought with a large enough effect; inconclusive = small, poorly fitted or top-dose-only effect, or another doubt; inactive = no such curve, though single readings can be large; an effect the other way counts as inactive or inconclusive. The list is partial; count on the stated rates, not on these rows.

cpd	molecule	Pol iota inh	POLB inh	GRP78 ERSR act	APEX1 inh	Pol eta inh	POLK inh	Apoferritin bind	LDHA inh	BLM inh
1	COc1cc(C(=O)O/N=C2/C=CC(=O)C(C)=C2C)cc(OC)c1OC	-4%	7%	-4%	-5%	-8%	-6%	-12%	20	-1%
2	C/C(=N\NC(=O)c1ccccc1O)c1cccc(NC(=O)c2ccccc2)c1	-3%	3%	6%	16%	-1%	6%	2%	0	-4%
3	Cc1cc(C(=O)N[C@H](c2ccccc2)[C@@]2(C)C[C@@H]2[C@@H](C)C(=O)Nc2ccc3ccccc3c2)n(C)n1	16%	-10%	-4%	-3%&-3%	-25%	-3%	-10%&-10%	3	-6%&-4%
4	O=C(CSc1ccc(Cl)cc1)Nc1ccccc1N1CCN(C(=O)c2ccc(Cl)cc2)CC1	149%[activator]	0%	-2%	-2%	-13%	-19%	7%	-3	-3%
5	CCOC(=O)c1c(-c2ccccc2)oc2ccc(OCC)cc12	65%[activator]	14%	-2%	-10%	-21%	-2%	-10%	0	-5%
6	CCC(C)C(=O)Nc1ccc([N+](=O)[O-])cc1OC (centres undefined)	32%[activator]	-14%	-5%	1%	-4%	-5%	-17%	-3	1%
7	COc1ccc(C(=O)C[n+]2ccc3c(c2)nc(-c2ccc(OC)cc2OC)n3C)cc1	10%	6%	-8%	-5%	-7%	1%	-15%	-6	-5%
8	Cn1c(SCc2ccccc2)nc(C(F)(F)F)cc1=O	44%[activator]	-8%	2%	-6%	-14%	3%	-19%	7	-3%
9	C=CCN1CCN(C(c2ccccc2OC)c2nnnn2C(C)(C)C)CC1 (centres undefined)	75%[activator]	-13%	0%	3%	-3%	4%	-9%	0	-3%
10	CC(C)=CCc1c(O)c(CC=C(C)C)c2c(c1O)C(=O)CC(c1ccc(O)cc1)O2 (centres undefined)	-29%	?	1%	-5%	-2%	-11%	?	-2	-20%
11	COc1ccc(S(=O)(=O)N(C)c2ccc(C(=O)NC3CCCC3)cc2)cc1	58%[activator]	0%	-4%	0%	-11%	-2%	2%	-6	-1%
12	O=C(c1ccccc1)N1CCN(c2ccc([N+](=O)[O-])c(NCC3CCCO3)c2)CC1 (centres undefined)	20%	3%	2%	1%	-1%	-12%	?	-3	-8%
13	Cc1nc2ccc([N+](=O)[O-])cc2c(=O)n1Cc1ccc(Br)cc1	27%	17%	-6%	1%	-24%	-3%	-10%	-2	-1%
14	CCOC(=O)c1c(NC(=O)c2ccncc2)sc(C)c1C	-14%	7%	-3%	8%	-14%	-24%	-8%	-7	-2%
15	COc1ccc(-n2c(SCC(=O)Nc3ccc(Cl)c(C)c3)nc3n[nH]c(C)c3c2=N)cc1	29%	-7%	1%	nt	-4%	-7%[60.1 µM]	-6%	-8	-3%
16	CCOc1ccccc1NC(=O)Cn1c(=O)n(Cc2ccccc2)c(=O)c2c3c(sc21)CN(C(C)=O)CC3	12%	27%	-2%	nt	-5%	6%	1%	-10	-9%
17	CCC(C)NC(=O)CCn1ccc2cc(S(=O)(=O)N3CCCC3)ccc21 (centres undefined)	21%	38%	0%	58%[activator]	9%	6%	-1%	-1	0%
18	COc1cc(Cl)c(C)cc1NC(=O)CNC(=O)Cn1cnc2ccccc2c1=O	4%[58.9 µM]	-34%	-5%	1%	-11%	-6%	-9%	-10	-4%
19	CCN1CCN(c2nc3ccccc3n3cnnc23)CC1	?	-1%	-5%	-3%	-9%	-23%	0%	-3	-7%
20	COC(=O)c1ccc(COc2ccc(/C=N/Nc3cccc(C(=O)O)c3)cc2)cc1	32µM*	-30%	-13%	?	18µM*	?	2%	1	0%

Some values from the results shown.
APEX1 inh result of COc1ccc(C(=O)C[n+]2ccc3c(c2)nc(-c2ccc(OC)cc2OC)n3C)cc1 → -5%
Pol iota inh result of C/C(=N\NC(=O)c1ccccc1O)c1cccc(NC(=O)c2ccccc2)c1 → -3%
LDHA inh result of C=CCN1CCN(C(c2ccccc2OC)c2nnnn2C(C)(C)C)CC1 (centres undefined) → 0

The main list resumes, repeating the two entries before the break.
cpd	molecule	Pol iota inh	POLB inh	GRP78 ERSR act	APEX1 inh	Pol eta inh	POLK inh	Apoferritin bind	LDHA inh	BLM inh
19	CCN1CCN(c2nc3ccccc3n3cnnc23)CC1	?	-1%	-5%	-3%	-9%	-23%	0%	-3	-7%
20	COC(=O)c1ccc(COc2ccc(/C=N/Nc3cccc(C(=O)O)c3)cc2)cc1	32µM*	-30%	-13%	?	18µM*	?	2%	1	0%
21	COc1ccccc1Cn1nc(C(=O)O)c2ccccc2c1=O	13%	29%	0%	8%	-4%	0%	-11%	-10	-3%
22	Cc1ccc(C(=O)CSc2nnc3ccc4ccccc4n23)cc1	37%[activator]	-3%	-2%	nt	-3%	9%	?	-6	-3%
23	Cc1ccc2nsnc2c1S(=O)(=O)N1CCN(Cc2ccc3c(c2)OCO3)CC1	-21%	-8%	-3%	-7%	-4%	-13%	-7%	1	-4%
24	CN(C(=O)COC(=O)c1ccccc1C(=O)c1ccccc1)c1ccccc1	6%	nt	-3%	13%	-19%	-12%	nt	-2	nt
25	CCOC(=O)c1ccc(NC(=O)c2nc[nH]c2C(=O)NCCCCNC(=O)c2[nH]cnc2C(=O)Nc2ccc(C(=O)OCC)cc2)cc1	0%	nt	-6%	1%	-7%	0%	nt	0	nt
26	Cc1cccc(C)c1NC(=S)NN(Cc1ccccc1)c1ccccc1	-15%	2%	-3%	10%	-6%	6%	-4%	2	-6%
27	O=C1c2ccccc2CN1C(CO)c1ccccc1 (centres undefined)	11%	19%	-4%	7%	-7%	-7%	-6%	-8	-1%
28	COC(=O)C1(C)Nc2ccccc2C(=O)N1c1ccccc1OC (centres undefined)	0%	?	-6%	-1%	-11%	-6%	13%	-4	1%
29	COc1ccccc1NC(=O)c1ccccc1C(=O)N(C)Cc1ccccc1	50%[activator]	nt	-4%	4%	-15%	-7%	nt	-3	nt
30	O=C(Nc1ccc(-c2nc3ccccc3s2)cc1)C1=COCCO1	7%	0%	-11%	-2%	-6%	2%	-1%	-1	-1%
31	COc1ccc(COC(=O)c2nc3nc(C)cc(C)n3n2)cc1F	-3%	-14%	0%	-1%	-10%	-10%	-5%	-2	-4%
32	Cc1ccc(C)c(NS(=O)(=O)c2ccc3c(c2)NC(=O)CCS3)c1	33%	2%	-7%	-6%	-9%	-14%	-8%	-3	-2%
33	Cc1ccc(N(Cc2ccccc2)C(=O)c2cccc(S(=O)(=O)N3CCOCC3)c2)cc1	-1%	nt	-1%	11%	-10%	-17%	nt	-2	nt
34	CCN(C(=O)COc1cc(=O)n(CC)c2ccccc12)c1cc(Cl)ccc1OC	18%	19%	-6%	-5%	-10%	-19%	?	-6	-3%
35	CC12CCC(=O)N1C(C(=O)Nc1ccc(F)c(F)c1F)CS2 (centres undefined)	31%[activator]	nt	-2%	10%	-15%	-6%	nt	-6	nt
36	CC(=O)CSc1nnc(Cc2ccc3c(c2)OCO3)o1	11%	19%	0%	2%	4%	-8%	-5%	3	2%
37	N/C(=N\OC(=O)C(c1ccccc1)c1ccccc1)c1ccncc1	-18%	-14%	7%	?	-5%	-1%	6%	-5	-7%
38	O=C(COc1ccc(Br)cc1)N1CCc2ccccc2C1	3%	-29%	4%	2%	-12%	5%	?	0	-10%
39	CCCn1c2ccccc2c2nc3ccccc3nc21	15%	?	-5%	-3%	-14%	-6%	-6%	-6	0%
40	COc1ccc(C(=O)c2sc(Nc3ccccc3)nc2N)cc1OC	?	1%	-6%	-2%	-8%	-9%	8%	-5&2	-11%
41	COc1ccc(NC(=O)[C@H](CCS(C)(=O)=O)N2Cc3ccccc3C2=O)c(OC)c1	6%	22%	-2%	0%	-10%	-9%	1%	2	2%

Four compounds drawn at random from the list so far:
cpd	molecule	Pol iota inh	POLB inh	GRP78 ERSR act	APEX1 inh	Pol eta inh	POLK inh	Apoferritin bind	LDHA inh	BLM inh
27	O=C1c2ccccc2CN1C(CO)c1ccccc1 (centres undefined)	11%	19%	-4%	7%	-7%	-7%	-6%	-8	-1%
31	COc1ccc(COC(=O)c2nc3nc(C)cc(C)n3n2)cc1F	-3%	-14%	0%	-1%	-10%	-10%	-5%	-2	-4%
37	N/C(=N\OC(=O)C(c1ccccc1)c1ccccc1)c1ccncc1	-18%	-14%	7%	?	-5%	-1%	6%	-5	-7%
35	CC12CCC(=O)N1C(C(=O)Nc1ccc(F)c(F)c1F)CS2 (centres undefined)	31%[activator]	nt	-2%	10%	-15%	-6%	nt	-6	nt

In the list so far, two have an NH in an aromatic ring.
cpd	molecule	Pol iota inh	POLB inh	GRP78 ERSR act	APEX1 inh	Pol eta inh	POLK inh	Apoferritin bind	LDHA inh	BLM inh
15	COc1ccc(-n2c(SCC(=O)Nc3ccc(Cl)c(C)c3)nc3n[nH]c(C)c3c2=N)cc1	29%	-7%	1%	nt	-4%	-7%[60.1 µM]	-6%	-8	-3%
25	CCOC(=O)c1ccc(NC(=O)c2nc[nH]c2C(=O)NCCCCNC(=O)c2[nH]cnc2C(=O)Nc2ccc(C(=O)OCC)cc2)cc1	0%	nt	-6%	1%	-7%	0%	nt	0	nt

Screening data deposited in PubChem by National Center for Advancing Translational Sciences (NCATS).
